# From PubChem
# GPR151 activ: activators of human GPR151 | 650,000 tested, 1% active | AID 1508602 | activation, % at 11.2 µM | Q8TDV0 | PathHunter beta-arrestin GPR151 cells, luminescence; in the data active = activation above about 4.9%;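 note: 0% = median of compound wells and 100% = cells with positive control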
# Target sequence (Q8TDV0 whole entry, looked up): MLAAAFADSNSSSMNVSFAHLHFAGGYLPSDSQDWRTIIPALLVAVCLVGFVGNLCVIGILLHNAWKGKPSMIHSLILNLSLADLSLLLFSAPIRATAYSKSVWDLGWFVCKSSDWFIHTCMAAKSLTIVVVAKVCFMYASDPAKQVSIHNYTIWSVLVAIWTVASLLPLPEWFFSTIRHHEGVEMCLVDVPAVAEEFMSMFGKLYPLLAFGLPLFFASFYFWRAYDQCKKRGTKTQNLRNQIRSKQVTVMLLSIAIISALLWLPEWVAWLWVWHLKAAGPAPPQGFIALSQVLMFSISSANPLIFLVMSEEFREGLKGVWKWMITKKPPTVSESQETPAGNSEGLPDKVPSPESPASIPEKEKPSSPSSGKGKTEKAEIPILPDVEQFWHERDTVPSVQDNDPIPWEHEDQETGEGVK
# MITF primary: inhibitors of human MITF; O75030; AlphaScreen MITF homodimerization, bead proximity signal; inhibition, % at 2.6 µM; 650,000 tested, 0.91% active; AID 1259374; in the data active = inhibition above about 50%;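 note: 0% = vehicle wells with protein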
# Target sequence (O75030 whole entry, looked up): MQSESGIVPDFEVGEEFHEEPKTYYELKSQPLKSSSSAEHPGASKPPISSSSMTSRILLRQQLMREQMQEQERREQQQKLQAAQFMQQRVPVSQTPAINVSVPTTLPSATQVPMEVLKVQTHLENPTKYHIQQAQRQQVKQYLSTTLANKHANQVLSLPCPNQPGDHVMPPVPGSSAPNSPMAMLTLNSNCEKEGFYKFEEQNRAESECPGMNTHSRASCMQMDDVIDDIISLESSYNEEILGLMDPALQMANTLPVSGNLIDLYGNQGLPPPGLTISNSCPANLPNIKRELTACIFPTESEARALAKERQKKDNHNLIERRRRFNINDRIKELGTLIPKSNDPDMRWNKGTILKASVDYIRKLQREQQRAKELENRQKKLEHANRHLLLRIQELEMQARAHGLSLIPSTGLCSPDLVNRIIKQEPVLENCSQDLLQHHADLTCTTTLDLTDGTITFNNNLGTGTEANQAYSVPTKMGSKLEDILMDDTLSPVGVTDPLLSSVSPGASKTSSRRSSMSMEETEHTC
# FBW7 activator: human FBW7 E3 ligase activation, primary screen; Q969H0; AlphaScreen FBW7–phospho-cyclin E peptide binding, activator screen; normalized activity (activation), % at 26.1 µM; 650,000 tested, 0.13% active; AID 1259310; in the data active = normalized activity above about 1.9%;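 note: purified mutant Fbw7 with reduced substrate affinity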
# TEAD-YAP inh: TEAD-YAP interaction inhibition; HEK-TIYL cells, TEAD-Gal4/YAP UAS-luciferase luminescence; inhibition, % at 9.12 µM; 640,000 tested, 1.4% active; AID 1259422; in the data active = inhibition above about 32%;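 note: 0% = median of test compound wells and 100% = reference inhibitor wells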
# * hit, by the source's call; & = joins results of further samples.
structure | GPR151 activ | MITF primary | FBW7 activator | TEAD-YAP inh
COc1cccc2c1OCC(CN1CCCC(C(=O)Nc3cccc(-n4cccn4)c3)C1)=C2 (centres undefined) | 2.3 | 3 | 0.1 | -25
O=C1N(CCCCN2C(=O)C3(OCCO3)c3ccccc32)c2ccccc2C12OCCO2 | 0.5 | -14 | -0.1 | -30
COCCNC(=O)CCc1nc(-c2cccc(C)c2)no1 | -3.8 | 3 | 0.5 | -9
O=C1CCCN1CCCNc1nc(N2CCC(N3CCOCC3)CC2)nc2c1ncn2C1CCCCC1 | 14* | -2 | 0.0 | -1
Cc1cc2cc(CN(C(=O)c3ccncc3)C3CCCC3)c3nnnn3c2cc1C | 0.4 | -8 | -0.1 | 5
CCOC(=O)c1c(NC(=O)CSc2nnc(CNC(=O)c3ccc([N+](=O)[O-])cc3)n2-c2cccc(Cl)c2)sc2c1CCCC2 | -0.6 | 11 | 0.1 | -15
Cc1cc(C)cc(-n2nnc(C(=O)NCc3ccccn3)c2N)c1 | -0.5 | 0 | -0.2 | 0
O=c1cnnc(N/N=C\c2c(Cl)cccc2Cl)[nH]1 | 2.6 | -3 | -0.2 | -3
CNC(=O)COC(=O)CCC(=O)c1ccc(F)cc1 | -0.5 | -3 | 0.0 | 3
COc1cccc(C(=O)N2CCN(C(=O)c3cccc(OC)c3)CC2)c1 | 0.2 | -5 | 0.0 | 0
O=S(=O)(/C=C/c1ccccc1)n1cnc2ccccc21 | 0.8 | -2 | -0.2 | 10
C=CCSc1nnc(NC(=O)[C@H](C)Nc2ccc(C(F)(F)F)cc2[N+](=O)[O-])s1 | -0.7 | -2 | -0.1 | -10
C=C(C)Cn1c(NCCCn2ccnc2)nc2c1c(=O)[nH]c(=O)n2C | 0.7 | 8 | 0.0 | -4
NC(=O)C1CCN(CC(=O)Nc2cccc(C(=O)Nc3cccc(C(F)(F)F)c3)c2)CC1 | 1.9 | -11 | 0.0 | 6
Cc1[nH]c(=O)[nH]c(=O)c1S(=O)(=O)N1CC(C)Sc2ccccc21 (centres undefined) | 0.2 | -11 | -0.2 | -8
Cc1cccn2c(=O)c3cc(C(=O)NC(C)c4ccccc4)sc3nc12 (centres undefined) | 0.4 | 7 | -0.1 | 4
O=C(Nc1ccc(Cl)c(Cl)c1)Nc1n[nH]c(CCCO)n1 | -1.4 | 4 | -0.1 | 7
COc1ccccc1-c1cnn2c(NCC3CC3)ccnc12 | -1.5 | -20 | 0.1 | 12
COc1ccc(CNc2ccc3ncc(-c4cncc(OC)c4)n3n2)cc1 | 0.8 | 3 | -0.3 | 2
N=C1/C(=C\c2ccco2)C(=O)N=C2SC(N3CCOCC3)=NN12 | 1.6 | 8 | 0.1 | -3
c1ccc(Nc2nc(Nc3ncccn3)nc3c2ncn3C2CCCCC2)cc1 | 0.7 | 1 | 0.0 | -5
COc1ccc(NC(=S)Nc2ccc3nccnc3c2)cc1 | 0.8 | -4 | -0.1 | -26
Cc1ccc(S(=O)(=O)NCC(c2cccnc2)N2CCN(c3ccc(F)cc3)CC2)cc1 (centres undefined) | 5.0* | 6 | 0.0 | -12
C=CCNC(=S)N1CCn2c1nc1ccccc12 | -0.1 | 1 | 0.0 | 1
Cc1nonc1CNC(=O)c1c(CC2CCCC2)n(CCN(C)C)c(C)cc1=O | -0.2 | -4 | -0.1 | -1
O=C(c1ccccc1)N1CCN(CC(O)Cn2c3ccc(Cl)cc3c3cc(Cl)ccc32)CC1 (centres undefined) | 1.0 | -6 | 0.0 | 0
CC(NC(=O)c1nn2c(C(F)(F)F)cc(-c3ccc(Br)cc3)nc2c1Cl)c1ccccc1 (centres undefined) | 0.9 | 1 | -0.1 | -3
Cc1cccc(OCC(=O)Nc2ccc3nc(N4CCOCC4)cc(C)c3c2)c1 | 2.3&-0.1 | -11&2 | -0.1&0.2 | -14&-26
Cc1cc(C)c2c(=O)c3ccccc3[nH]c2n1 | -1.2 | -3 | 0.0 | 3
Cc1ccccc1NC(=O)C1CCC(CNS(=O)(=O)c2cccc3cccnc23)CC1 (centres undefined) | -0.2 | 6 | 0.2 | 2

# One compound at a time (already shown). Values in the order: GPR151 activ	MITF primary	FBW7 activator	TEAD-YAP inh
# `Cc1ccccc1NC(=O)C1CCC(CNS(=O)(=O)c2cccc3cccnc23)CC1` (centres undefined) as listed: -0.2	6	0.2	2
# `NC(=O)C1CCN(CC(=O)Nc2cccc(C(=O)Nc3cccc(C(F)(F)F)c3)c2)CC1` as listed: 1.9	-11	0.0	6

# Further structures follow:
structure | GPR151 activ | MITF primary | FBW7 activator | TEAD-YAP inh
Cc1nnc2c(NC3CCN(Cc4ccccc4)CC3)nc3ccccc3n12 | -1.4 | -23 | 0.0 | -2
Cc1ccc(C)n1-c1nnc(N2CCC(C(=O)N3CCN(C)CC3)CC2)s1 | -0.9 | -4 | 0.3 | 0
CCOc1ccc(C2C(C(=O)Nc3cccc(C)n3)c3ccccc3C(=O)N2CCN2CCOCC2)cc1 (centres undefined) | 0.9 | -3 | -0.1 | -6
O=C(COC(=O)c1ccc(Cl)nc1)NC1CCCCC1 | 0.2 | 16 | 0.1 | 2
CC(C)C(=O)N1CCC(n2nc(C3CC3)ccc2=O)CC1 | -0.1 | 3 | 0.0 | -7
O=C(Cc1ccc(F)cc1)N(Cc1ccsc1)C1CC1 | -0.9 | 1 | 0.2 | -1
CCc1nnc(NC(=O)c2ccccc2C(F)(F)F)s1 | -1.1 | 3 | 0.0 | 7
CCOc1ccc(C(=O)Nc2nc(-c3ccc(CC)cc3)cs2)cc1 | 2.5 | 15 | -0.1 | -5
Cc1cccc(OCCOC(=O)c2ccc(S(C)(=O)=O)c([N+](=O)[O-])c2)c1 | -0.4 | 7 | -0.1 | 38*
Cc1ccc(C)c(OCC(=O)N2CCC(C(N)=O)CC2)c1 | 0.2 | 12 | 0.1 | 2
O=[N+]([O-])c1ccc(Sc2nnc3ccccn23)cn1 | 0.5 | 5 | 0.1 | -2
COCCN(C(C)=O)c1nnc(-c2ccc(C)cc2)s1 | -0.4 | 15 | 0.5 | -47
Cn1cccc1C(CNS(=O)(=O)c1ccc(F)cc1F)N1CCOCC1 (centres undefined) | 1.1 | 12 | -0.1 | 0
N/C(=N\OC(=O)CCCOc1ccc(Cl)cc1Cl)c1cccnc1 | -0.1 | 17 | 0.2 | -11
Cc1cccc(-n2c(O)c(C=Nc3ccc(C(=O)O)c(O)c3)c3ccccc3c2=O)n1 | -0.6 | 24 | 0.5 | 11
COc1ccc(-c2nnc(SCC(=O)OCC(=O)Nc3ccccc3C#N)o2)cc1 | 1.4 | -3 | -0.1 | 67*
O=C(NCc1cccs1)C1CCCN(S(=O)(=O)c2cccc3cccnc23)C1 (centres undefined) | 0.3 | 2 | -0.2 | 2
CC(C)CC(=O)NC(C(Cl)(Cl)Cl)S(=O)(=O)c1ccccc1 (centres undefined) | 1.6 | 14 | 0.2 | -6
O=C(NCc1ccco1)C1CCCN(C(=O)N2CCOc3ccccc32)C1 (centres undefined) | -0.5 | -1 | -0.1 | -5
CCOc1ccccc1N1C(=O)C2C3c4ccccc4C(C(OC)OC)(c4ccccc43)C2C1=O (centres undefined) | -1.4 | 20 | 0.1 | -5
CC(C)c1ccc(NC(=O)C(c2cc3c(cc2[N+](=O)[O-])OCO3)N(Cc2ccccc2)c2ccccc2)cc1 (centres undefined) | -0.1 | 3 | 1.0 | -5
CC1=C(C(=O)OCC(C)C)C(c2ccccc2F)NC(=O)N1 (centres undefined) | -0.2 | -4 | 0.1 | -16
NC(=O)c1oc2ccccc2c1NC(=O)/C=C/c1ccccc1Cl | 1.1 | 0 | 0.2 | -15
COc1cc(OC)c(OC)cc1/C=N/NC(=O)c1ccco1 | -1.0 | 12 | 0.0 | -27
CCN=C(Nc1cc(-c2ccccc2OC)[nH]n1)SC | -1.4 | 12 | 0.0 | -2
O=C(NCCc1ccc(O)cc1)C1CCN(c2ccc(Nc3ccc(C(F)(F)F)cc3)nn2)CC1 | 0.1 | 6 | 0.1 | -6
CCOC(=O)c1c(NC(N)=O)sc2c1CCCCC2 | 3.7 | -3 | -0.2 | 5
Cc1ccc(SCCSc2n[nH]c(N)n2)cc1 | 1.0 | 1 | 0.2 | -4
c1ccc(-c2nc(-c3cccnc3)n[nH]2)cc1 | -1.4 | 6 | 0.4 | -22
CC(C)C(=O)Nc1ccc(NC(=O)/C=C/c2ccc(Cl)c([N+](=O)[O-])c2)cc1 | -1.4 | 18 | 0.4 | -7

# A second format for some results above:
Structure: O=C(NCc1cccs1)C1CCCN(S(=O)(=O)c2cccc3cccnc23)C1 (centres undefined)
  GPR151 activ = 0.3 | MITF primary = 2 | FBW7 activator = -0.2 | TEAD-YAP inh = 2

Structure: CC(C)CC(=O)NC(C(Cl)(Cl)Cl)S(=O)(=O)c1ccccc1 (centres undefined)
  GPR151 activ = 1.6 | MITF primary = 14 | FBW7 activator = 0.2 | TEAD-YAP inh = -6

Structure: O=C(NCc1ccco1)C1CCCN(C(=O)N2CCOc3ccccc32)C1 (centres undefined)
  GPR151 activ = -0.5 | MITF primary = -1 | FBW7 activator = -0.1 | TEAD-YAP inh = -5

Structure: CCOc1ccccc1N1C(=O)C2C3c4ccccc4C(C(OC)OC)(c4ccccc43)C2C1=O (centres undefined)
  GPR151 activ = -1.4 | MITF primary = 20 | FBW7 activator = 0.1 | TEAD-YAP inh = -5

# Continued.
structure | GPR151 activ | MITF primary | FBW7 activator | TEAD-YAP inh
Cn1cc(CN2CCC3(CCC(CNC(=O)c4cccc(F)c4)O3)CC2)c2ccccc21 (centres undefined) | 1.9 | -1 | -0.5 | 3
COc1ccc(N2C(=O)CSC2c2ccc(C3SCC(=O)N3c3ccc(OC)cc3OC)cc2)c(OC)c1 (centres undefined) | -2.1 | -2 | 0.0 | -7
COc1ccc(S(=O)(=O)N2CCC(O)(c3ccc4c(c3)OCO4)CC2)cc1 | 1.1 | 11 | 0.0 | 0
O=C(CSc1nnc(SCc2ccccc2)s1)N/N=C/c1ccco1 | 0.9 | 2 | 0.2 | 3
O=C1c2ccccc2C(=O)N1c1cc(Br)ccc1O | 2.5 | -5 | 0.1 | 5
COC(C(=O)Nc1cnn(-c2cccc(C(=O)Nc3ccc(N4CCOCC4)cc3)c2)c1)c1ccccc1 (centres undefined) | -0.6 | 24 | 0.6 | 9
CCCSc1nnc(Nc2cccc(C)c2)s1 | 1.3 | 16 | 0.2 | -65
COC(=O)C1=C(C)N=c2s/c(=C\c3ccccc3)c(=O)n2C1c1ccc(OC)cc1 (centres undefined) | -0.2 | -8 | -0.1 | -4
COc1ccc(CNC(=O)c2ccc(NC(C)=O)cc2)cc1 | -0.5 | 0 | 0.1 | -9
COc1ccccc1C(=O)NC(=S)Nc1ccc(N(C)C)cc1 | -1.0 | -1 | -0.1 | -61
Cc1c(NC(=O)c2cc(-c3cccc(Cl)c3)on2)c(=O)n(-c2ccccc2)n1C | 0.5 | -12 | 0.2 | 7
CC(=O)c1c(C)oc2ccc(NS(=O)(=O)c3ccc(Cl)c(C)c3)cc12 | -0.2 | -5 | 0.5 | 0
Cc1noc(CNC(=O)CSCc2ccccc2)n1 | -1.0 | 0 | -0.1 | 0
O=C(c1cc2n(n1)C(C(F)(F)F)CC(c1ccc(Cl)cc1)N2)N1CCCCC1 (centres undefined) | -0.8 | 6 | 0.1 | -1
CCCCCc1ccc(-c2ccc(OC)cc2)nc1 | 1.3 | 6 | -0.2 | -37
CCCc1nnc(SCC(=O)Nc2ccccc2OC)n1-n1cccc1 | 1.4 | -5 | -0.1 | 1
O=C(CCCn1cccc1)NCc1c(F)cccc1F | -0.1 | 19 | 0.3 | -7
O=C(O)CCN1C(=O)/C(=C\c2ccc(O)c([N+](=O)[O-])c2)SC1=S | 0.3 | 8 | 0.0 | -4
COc1ccc(C(C)C)cc1S(=O)(=O)Nc1cccc(O)c1 | 1.6 | -8 | -0.1 | 7
CS(=O)(=O)N(c1ccccc1)C1CCS(=O)(=O)C1 (centres undefined) | -0.4 | -7 | 0.5 | -3
Cc1cc(C(=O)NCc2ccccn2)n(-c2ccccc2)n1 | 0.7 | -2 | -0.2 | -2
CC(=O)Nc1nc(C=O)c(Br)s1 | -0.4 | -1 | 0.0 | 3
COc1ccc(S(=O)(=O)NCCSCc2cccc(C)c2)cc1 | 0.0 | 4 | 0.1 | 7
O=C(Nc1cccnc1Cl)c1nn2c(C(F)(F)F)cc(-c3cc(Br)cs3)nc2c1Br | 1.9 | 4 | 0.1 | 9
O=C(CC1CSc2nc3c(c(=O)n21)CCCC3)N1CCN(Cc2ccccc2)CC1 (centres undefined) | 1.8 | -2 | -0.1 | 1
COc1ccc(CC(=O)NC(c2ccc(F)c(F)c2)c2nccn2C)cc1 (centres undefined) | -0.9 | 14 | -0.1 | 3
Cc1nc(SCc2cccc3ccccc23)n[nH]1 | -1.0 | 12 | 0.2 | 1
COc1ccccc1CNC(=O)/C=C/c1ccccc1 | -1.5 | 5 | 0.3 | 6
O=C1OC(c2ccc([N+](=O)[O-])cc2)=N/C1=C/c1cccc2ccccc12 | 2.0 | -3 | -0.1 | 2
Cc1occc1-c1nnc(SCC(N)=O)n1Cc1ccco1 | 0.8 | 9 | 0.1 | -4
C/C(O)=C(/N=O)C(=O)Nc1ccccc1 | 4.9 | 9 | 0.2 | 4
COc1ccc(Cl)cc1NC(=O)c1cc(S(=O)(=O)N2CCCCC2)ccc1F | 1.5 | -3 | -0.1 | 7
O=c1[nH]c2nc(-c3ccccc3CO)cnc2n1C1CCCCC1 | 1.1 | 6 | -0.1 | 3
O=C1NC(=O)N(c2ccc(Cl)cc2)C(=O)/C1=C/c1cccc(Cl)c1 | 0.9 | 13 | 0.1 | 14
